Bioassay records: PubChem, several laboratories
NadD inh: NadD (S. aureus) enzyme inhibition; purified NadD enzyme, colorimetric absorbance read-out; 360,000 compounds, 0.78% hits; inhibition, % at 20 µM; AID 602399; in the data active means inhibition above about 26%; further: some compounds past the cut are filed as inactive
STEP inh: STEP (human) phosphatase inhibition; recombinant STEP, OMFP fluorogenic substrate, fluorescence; inhibition, % at 20 µM; 360,000 compounds, 0.25% hits;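 active means inhibition at 20 µM, scaled per plate between control wells, above about 37%, limit read from the data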;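 further: 0% = DMSO with enzyme and substrate and 100% = substrate only without enzyme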
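Measure: Control-normalized % inhibition with plate pattern correction | Test system: STEP phosphatase, cell-free reaction | Medium: pH 6.0 Bis-Tris with DTT and Tween 20 | Technique: Fluorescence, 480/540 nm | Times: Reaction 20 min, ambient temperature | Doses: Single compound dose of 20 µM, 1% DMSO final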
LMPTP inh: LMPTP (human) inhibition. P24666. inhibition, % at 20 µM. recombinant LMPTP-A, OMFP fluorogenic substrate, fluorescence intensity. 360,000 compounds, 0.22% hits;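 active means compounds that cut the enzyme signal by at least half of the control window in the single-dose screen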;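 further: plate controls were DMSO wells with enzyme plus substrate for no effect and substrate without enzyme for full effect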
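Test system – LMPTP-A phosphatase enzyme · Quantity – 0.625 nM LMPTP-A final · Reagent – OMFP substrate, 400 µM final · Dosing – one test concentration per compound, 20 µM, with 3% DMSO overall · Timing – 50 min enzyme reaction at room temperature, protected from light · Detection – fluorescence intensity · Controls – substrate-only low control, DMSO enzyme-plus-substrate high control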
DNMT1 inh: inhibitors of human DNMT1 | DNMT1 molecular beacon, Hinp1I cleavage, fluorescence | inhibition (reported as % activation of signal), % at 10 µM | 360,000 compounds, 0.83% hits | AID 588458; in the data active means inhibition above about 50%
Target sequence (P26358 504-1616 limits assumed): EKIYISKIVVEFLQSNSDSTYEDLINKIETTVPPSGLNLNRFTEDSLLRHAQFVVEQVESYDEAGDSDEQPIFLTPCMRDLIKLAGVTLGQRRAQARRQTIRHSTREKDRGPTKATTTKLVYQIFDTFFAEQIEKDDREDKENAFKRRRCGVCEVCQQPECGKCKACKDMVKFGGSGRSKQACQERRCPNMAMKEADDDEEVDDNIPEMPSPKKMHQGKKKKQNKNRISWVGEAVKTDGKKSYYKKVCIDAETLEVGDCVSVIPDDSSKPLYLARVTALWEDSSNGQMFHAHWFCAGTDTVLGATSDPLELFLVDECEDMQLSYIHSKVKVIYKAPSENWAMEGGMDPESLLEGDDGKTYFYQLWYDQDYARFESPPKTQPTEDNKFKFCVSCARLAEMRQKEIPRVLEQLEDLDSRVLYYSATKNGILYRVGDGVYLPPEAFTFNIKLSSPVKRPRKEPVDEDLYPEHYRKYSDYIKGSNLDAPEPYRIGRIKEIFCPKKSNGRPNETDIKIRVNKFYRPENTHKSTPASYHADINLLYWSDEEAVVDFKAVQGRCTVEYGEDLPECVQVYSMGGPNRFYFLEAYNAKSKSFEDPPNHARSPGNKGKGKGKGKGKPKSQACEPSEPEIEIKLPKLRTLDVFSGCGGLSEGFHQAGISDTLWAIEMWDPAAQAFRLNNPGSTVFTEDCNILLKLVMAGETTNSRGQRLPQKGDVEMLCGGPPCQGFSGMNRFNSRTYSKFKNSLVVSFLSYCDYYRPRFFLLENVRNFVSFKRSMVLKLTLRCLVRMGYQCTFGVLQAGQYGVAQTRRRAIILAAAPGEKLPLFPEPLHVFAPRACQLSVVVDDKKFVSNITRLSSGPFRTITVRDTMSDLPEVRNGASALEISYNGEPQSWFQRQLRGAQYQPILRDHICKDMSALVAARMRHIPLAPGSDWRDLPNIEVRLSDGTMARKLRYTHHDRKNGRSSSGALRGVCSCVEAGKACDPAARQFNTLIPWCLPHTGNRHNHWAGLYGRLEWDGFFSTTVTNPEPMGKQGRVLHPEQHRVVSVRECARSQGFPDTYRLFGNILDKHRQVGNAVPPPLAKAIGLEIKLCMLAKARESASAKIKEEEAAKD
SUMO1 PPI mod: modulators of human SUMO1-mediated protein-protein interactions; 360,000 compounds, 0.33% hits; SUMO1 binding to a labelled peptide, TR-FRET, 1 h; P63165; AID 602429; inhibition, % at 20 µM; in the data active means inhibition above about 37%
CSN inh: blocks human CSN-mediated cullin deneddylation | inhibition, % at 12.5 µM | Purified CSN, SCF-Nedd8-OG deneddylation, fluorescence polarization | 360,000 compounds, 0.38% hits | Q92905;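 active means pattern-corrected inhibition above about 35%, with an unprinted fluorescence ratio check between 0.5 and 1.5, limit read from the data, passing the limit was not always enough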;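 further: 0% = enzyme with substrate and 100% = substrate without enzyme; some results filed as inactive read as strong as hits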
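assay system = purified human Csn5 enzyme expressed in HEK293T cells | amount = 0.24 nM enzyme | buffer or medium = Tris/NaCl/DTT buffer, pH 7.5 | reagent = 10 nM SCFSkp2-Nedd8OG | compound = one concentration, 12.5 µM, 0.25% DMSO | times = 90 min reaction at room temperature | signal = FP | read-out basis = % inhibition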
Scp-1 inhibitor: Scp-1 (human) phosphatase inhibition; Recombinant Scp1, phosphopeptide, malachite green phosphate absorbance; inhibition, % at 20 µM; Q9GZU7; AID 493091; 340,000 compounds, 0.88% hits;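 active means inhibition above about 50% at 20 µM, limit read from the data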;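 further: plate controls were DMSO wells with enzyme for no effect and wells lacking enzyme for full effect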
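Material: truncated SCP-1 phosphatase (76-261aa) / Buffer or medium: 50 mM Tris acetate pH 5.5, 0.005% Tween-20, 10 mM MgCl2 / Compound dosing: one concentration, 20 µM, with 1.0% DMSO / Incubation: 45 min room-temperature reaction, 5 min colour, 30 min stabiliser / Detection: colorimetric free-phosphate detection, absorbance 630 nm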
Rin1-Abl PPI inh: inhibitors of human Rin1-Abl protein interaction | P00519+Q13671 | TR-FRET Rin1/Abl binding, biochemical | inhibition, % at 7.35 µM | 360,000 compounds, 0.4% hits; in the data active means inhibition above about 5%, passing the limit was not always enough
Neddylation inh: cullin neddylation inhibition | 360,000 compounds, 0.58% hits | calls only at 25 µM | AID 651699 | TR-FRET cullin neddylation, biochemical; in the data active means inhibition above about 36%
Rpn11 block: inhibitors of human proteasome Rpn11; O00487; human 26S proteasome, Ub4-pepOG fluorescence polarization; 20S core pre-blocked with epoxomicin; calls only at 20 µM; 360,000 compounds, 0.59% hits;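 active means inhibition at 20 µM, scaled to each plate's controls, above about 33%, limit read from the data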
An asterisk follows results filed as active; i = inactive; . = no result given.

Every second line gives: Rin1-Abl PPI inh, Scp-1 inhibitor, Neddylation inh, SUMO1 PPI mod, STEP inh, Rpn11 block, CSN inh, LMPTP inh, DNMT1 inh, NadD inh
CN(C)CCNc1ncnc2c1sc1nc(N3CCOCC3)c3c(c12)CC(C)(C)SC3
  27*, -2, i, 5, 7, i, 6, 1.0, -4, -9
COc1ccccc1NC(=O)CSCc1ccc([N+](=O)[O-])cc1
  3, -6, i, -11, -1, i, 8, -1.0, -4, -2
Cn1cnnc1SCC(=O)Nc1ccc(S(=O)(=O)N2CCOCC2)cc1
  3, -5, i, 4, -4, i, -4, -1.9, 1, 1
Cc1ccccc1C(=O)N(Cc1cccs1)C1CCS(=O)(=O)C1 (stereo not drawn)
  3, -10, i, -1, -1, i, -1, -2.4, 0, -15
CN(C)S(=O)(=O)c1ccc2c(c1)nc1n2CCC1
  -2, -7, i, -2, 5, i, -1, -2.1, 1, -2
O=C(Nc1ccccc1F)c1ccc(CSc2ccccc2)o1
  0, -8, i, -7, 0, i, -1, 1.3, -6, -2
CNc1ccc(C2(O)C(=O)c3ccccc3C2=O)cc1
  1, -7, i, -4, 2, i, -2, -0.9, -3, 1
CCC(=O)N1CCc2cc(S(=O)(=O)NC(C(=O)N3CCN(c4ccc(F)cc4)CC3)C(C)C)ccc21 (stereo not drawn)
  -1, -5, i, 3, -5, i, -2, 0.3, 0, -9
Cc1csc(=O)n1CCC(=O)NCc1ccc(F)cc1
  4, 0, i, 0, 0, i, 1, -1.4, 3, -4
COn1c(SCc2ccc(Cl)cc2)nc2ccccc2c1=O
  -4, -15, i, 3, 0, i, 6, 3.4, -5, 3
Cc1ccc(-c2csc(C(O)c3ccccc3)n2)cc1C (stereo not drawn)
  2, ., i, 2, 1, i, 1, 2.3, -4, 0
COCCCNc1ncnc2ccc(C)cc12
  -3, -8, i, 5, -2, i, 1, -1.4, 1, -4
CC1(C)ON=C(c2cccc(F)c2)NC1=O
  -1, ., i, 21, -1, i, -5, -1.4, -22, 4
Nc1nc(Cl)cc(Nc2ccccc2Cl)n1
  3, 2, i, -1, -2, i, 4, -0.1, -1, -1
COc1ccc(-c2cc(NC(C)=O)c3ncc(-c4ccc(OC)c(OC)c4)n3c2)cc1OC
  -1, ., i, -12, 1, i, 2, 2.2, -20, -3
Cc1ccc(S(=O)(=O)N2CCN(C(=O)N3CCOCC3)C2C)cc1 (stereo not drawn)
  -2, 13, i, 1, -1, i, -2, -1.3, -3, 2
CCCCN(CC)C(=O)c1ccc(Cl)cc1
  0, -2, i, -2, 3, i, -4, -1.2, 0, 2
CC(C)(C)NCCCCOc1ccc(F)cc1
  3, -9, i, 1, 0, i, 3, -1.5, 0, -3
CN1CCN(CC(O)COCCOc2ccc(Br)cc2)CC1 (stereo not drawn)
  -1, -10, i, 1, 0, i, -5, -1.9, 1, -2
COCCn1c(N)c(C#N)c2nc3ccccc3nc21
  -2, -2, ., -2, -3, i, 0, -0.1, -7, -2
O=C(Nc1nc(-c2cccnc2)cs1)c1ccc([N+](=O)[O-])cc1
  3, -1, i, -26, 0, i, -2, 1.9, -6, 10
CC1CN(Cc2nnc(-c3ccccc3)o2)CC(C)O1 (stereo not drawn)
  -3, -2, i, 3, 1, i, 1, -1.3, 0, 3
c1cnn(-c2cncc(-n3cccn3)n2)c1
  -2, -5, i, 4, -3, i, -8, -1.1, 1, -1
C[C@@H]1CCCCO[C@H](CN(C)Cc2ccc(C(F)(F)F)cc2)[C@@H](C)CN([C@H](C)CO)C(=O)c2cc(NS(=O)(=O)c3cn(C)cn3)ccc2O1
  2, ., i, 1, 3, i, -4, -1.2, 4, 1
Cc1cc(C)n(/N=C/c2c[nH]c3ccccc23)c(=O)c1
  -3, 7, i, -1, -4, i, -3, -2.4, 1, -4
CCOC(=O)C1CCCN(C(=O)c2cccc(S(=O)(=O)N3CC(C)OC(C)C3)c2)C1 (stereo not drawn)
  0, -11, i, -6, -2, i, 4, -0.1, 0, -2
NC(=NCc1ccc2c(c1)OCO2)NC(=O)c1ccccc1
  0, 15, i, 12, 70*, i, 20, 22, -8, -4
COc1cc(C2C(C(C)=O)=C(O)C(=O)N2CCc2c[nH]c3ccccc23)ccc1O (stereo not drawn)
  1, 12, i, -2, 3, i, 3, -0.2, -7, 4
COc1ccc(OC)c(NC(=O)Cn2cc(C#N)c3ccccc32)c1
  -5, -8, i, -1, -1, i, 0, 1.3, -10, -7
Cc1noc(C)c1S(=O)(=O)Nc1ccc(C(=O)NC2CCCCC2C)cc1 (stereo not drawn)
  -3, 0, i, 1, 10, i, -1, -0.9, 2, 0

Two entries from above in a different format.
> CCCCN(CC)C(=O)c1ccc(Cl)cc1
  Rin1-Abl PPI inh: 0
  Scp-1 inhibitor: -2
  Neddylation inh: i
  SUMO1 PPI mod: -2
  STEP inh: 3
  Rpn11 block: i
  CSN inh: -4
  LMPTP inh: -1.2
  DNMT1 inh: 0
  NadD inh: 2

> CC(C)(C)NCCCCOc1ccc(F)cc1
  Rin1-Abl PPI inh: 3
  Scp-1 inhibitor: -9
  Neddylation inh: i
  SUMO1 PPI mod: 1
  STEP inh: 0
  Rpn11 block: i
  CSN inh: 3
  LMPTP inh: -1.5
  DNMT1 inh: 0
  NadD inh: -3

For convenience, 16 of the compounds above:
Every second line gives: Rin1-Abl PPI inh, Scp-1 inhibitor, Neddylation inh, SUMO1 PPI mod, STEP inh, Rpn11 block, CSN inh, LMPTP inh, DNMT1 inh, NadD inh
COCCCNc1ncnc2ccc(C)cc12
  -3, -8, i, 5, -2, i, 1, -1.4, 1, -4
CC1(C)ON=C(c2cccc(F)c2)NC1=O
  -1, ., i, 21, -1, i, -5, -1.4, -22, 4
Nc1nc(Cl)cc(Nc2ccccc2Cl)n1
  3, 2, i, -1, -2, i, 4, -0.1, -1, -1
COc1ccc(-c2cc(NC(C)=O)c3ncc(-c4ccc(OC)c(OC)c4)n3c2)cc1OC
  -1, ., i, -12, 1, i, 2, 2.2, -20, -3
Cc1ccc(S(=O)(=O)N2CCN(C(=O)N3CCOCC3)C2C)cc1 (stereo not drawn)
  -2, 13, i, 1, -1, i, -2, -1.3, -3, 2
CCCCN(CC)C(=O)c1ccc(Cl)cc1
  0, -2, i, -2, 3, i, -4, -1.2, 0, 2
CC(C)(C)NCCCCOc1ccc(F)cc1
  3, -9, i, 1, 0, i, 3, -1.5, 0, -3
CN1CCN(CC(O)COCCOc2ccc(Br)cc2)CC1 (stereo not drawn)
  -1, -10, i, 1, 0, i, -5, -1.9, 1, -2
COCCn1c(N)c(C#N)c2nc3ccccc3nc21
  -2, -2, ., -2, -3, i, 0, -0.1, -7, -2
O=C(Nc1nc(-c2cccnc2)cs1)c1ccc([N+](=O)[O-])cc1
  3, -1, i, -26, 0, i, -2, 1.9, -6, 10
CC1CN(Cc2nnc(-c3ccccc3)o2)CC(C)O1 (stereo not drawn)
  -3, -2, i, 3, 1, i, 1, -1.3, 0, 3
c1cnn(-c2cncc(-n3cccn3)n2)c1
  -2, -5, i, 4, -3, i, -8, -1.1, 1, -1
C[C@@H]1CCCCO[C@H](CN(C)Cc2ccc(C(F)(F)F)cc2)[C@@H](C)CN([C@H](C)CO)C(=O)c2cc(NS(=O)(=O)c3cn(C)cn3)ccc2O1
  2, ., i, 1, 3, i, -4, -1.2, 4, 1
Cc1cc(C)n(/N=C/c2c[nH]c3ccccc23)c(=O)c1
  -3, 7, i, -1, -4, i, -3, -2.4, 1, -4
CCOC(=O)C1CCCN(C(=O)c2cccc(S(=O)(=O)N3CC(C)OC(C)C3)c2)C1 (stereo not drawn)
  0, -11, i, -6, -2, i, 4, -0.1, 0, -2
NC(=NCc1ccc2c(c1)OCO2)NC(=O)c1ccccc1
  0, 15, i, 12, 70*, i, 20, 22, -8, -4

Further records
Every second line gives: Rin1-Abl PPI inh, Scp-1 inhibitor, Neddylation inh, SUMO1 PPI mod, STEP inh, Rpn11 block, CSN inh, LMPTP inh, DNMT1 inh, NadD inh
COc1cccc(NC(=O)CSc2nnnn2C(C)C)c1
  -1, 3, i, 0, 3, i, -2, 0.2, 3, -1
CCCS(=O)(=O)N1CCCC(C(=O)NCc2ccc(C)cc2)C1 (stereo not drawn)
  3, 6, i, 1, -1, i, -4, 1.0, 1, -4
Cn1c(=O)[nH]c(=O)c2c1nc(Br)n2C/C=N/NC(=O)c1ccccc1
  -1, -4, i, 6, 1, i, 2, -0.9, 1, 2
O=C(Nc1ccnc(-c2cccnc2)n1)c1ccc(Cl)cc1
  -2, -4, i, 12, 2, i, 11, -0.3, 3, 7
COc1ccc(NC(=O)C2CCN(S(=O)(=O)c3ccc(N4CCCC4=O)cc3)CC2)cc1OC
  1, 3, i, 3, -2, i, 4, -2.0, -1, 5
COc1ccccc1C1C2C(=O)N(c3ccccc3)C(=O)C2ON1c1ccccc1 (stereo not drawn)
  3, -12, i, 0, -1, i, -2, 1.7, 1, 1
Cc1nc(-c2ccc(Cl)cc2)sc1C1(C)CC(c2ccc([N+](=O)[O-])cc2)=NO1 (stereo not drawn)
  -1, 6, i, -3, 1, i, -2, 1.1, 0, 10
COC(=O)c1ccsc1NC(=O)CCc1ccccc1
  -3, -9, i, 0, 0, i, 5, 1.3, 0, 0
CCCCn1c(N)c(N(C)C(=O)c2cc3c(F)cccc3s2)c(=O)[nH]c1=O
  3, -5, i, -7, 0, i, 0, 0.4, -4, 1
CSc1ccccc1NC(=O)c1ccccc1
  2, -8, i, -2, -5, i, 4, -0.4, 1, -6
CC1(C)Cc2c(c(N3CCOCC3)nc3sc4c(NCc5ccco5)nnnc4c23)CS1
  0, 6, i, 2, 1, i, 1, -0.7, -6, 24
COc1ccc(-c2nnn(CC(=O)N(CCN3CCOCC3)C(C(=O)NC3CCCC3)c3ccco3)n2)cc1 (stereo not drawn)
  -2, -9, i, 2, -3, i, -2, -1.3, 4, -4
Cc1c(Cl)c([N+](=O)[O-])nn1CC(=O)N1CCCC1
  1, -2, i, -8, 1, i, 1, -0.7, -1, -2
